Bioassay records (PubChem BioAssay)
Mito fusion act: qHTS Assay for Small Molecule Inhibitors of Mitochondrial Division or Activators of Mitochondrial Fusion; S. cerevisiae fusion-defective mutant growth rescue, CellTiterGlo 48 h; Potency, µM (top dose mostly 46.1 µM), for inactives: at the highest dose growth rescue (activation), most hits filed as activators; 320,000 tested, 0.23% active;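 note: potency is the fitted concentration of half-maximal effect; % of control where 0% means no effect; nearly all actives have a fitted effect of over 45% in size; temperature-sensitive fusion mutants such as fzo1-1 at 37 °C on non-fermentable ethanol glycerol medium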
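Read-out: ATP-based luminescence (CellTiterGlo, 10 min ambient) reporting growth of fusion-defective ts yeast after 48 hours at 37C on glycerol/ethanol YPEG medium in the presence of compound.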
AT treatment: qHTS Assay for Identifying a Potential Treatment of Ataxia-Telangiectasia | […] A-T fibroblasts, KAP-1 phosphorylation AlphaLISA; neocarzinostatin DNA damage 30 min before lysis | Potency, µM (doses to about 57.5 µM), without a hit: at the highest dose activation, most hits filed as activators | 320,000 tested, 0.19% active | AID 485349, 2010; note: potency is the fitted concentration of half-maximal effect; % of control where 0% means no effect; nearly all actives have a fitted effect of over 45% in size
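ATM-like activity read as KAP-1 phosphorylation via AlphaLISA donor/acceptor antibody pairs after lysis and 6 hr at 25C. Cells were ATM-null patient fibroblasts ([…], hTERT), dosed 60 min, then exposed to the DSB inducer NCS for 30 min.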
TSG101-PTAP inh: qHTS Assay for Iinhibitors of HIV-1 Budding by Blocking the Interaction of PTAP/TSG101. Tumor susceptibility gene 101 protein (Homo sapiens), Q99816. Fluorescence polarization, FITC-PTAP peptide / Tsg101 binding. Potency, µM (series often up to 115 µM), inactives show top-dose activity change, negative = inhibition, most hits filed as inhibitors. 340,000 tested, under 10 active. AID 493005, 2010; active = well fitted inhibition curve with a large enough effect in the main read-out, with a control signal flat, not every such curve was filed as active; inconclusive = small, poorly fitted or top-dose-only effect, or effect the other way, or a change in a side signal; inactive = no such curve, though single readings can be large or run the other way; note: potency is the fitted concentration of half-maximal effect; % of control where 0% means no effect
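Steps: Tsg101 binding domain dispensed (10 uM final), compounds pinned in DMSO, FITC-labeled PTAP-motif peptide added (50 nM final); after 20 min binding at room temperature, polarization measured.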
MLL CXXC-DNA inh: qHTS Fluorescence Polarization Assay for Inhibitors of MLL CXXC domain - DNA interaction; Histone-lysine N-methyltransferase 2A (Homo sapiens), Q03164; MLL-CXXC / FITC-HOXA9 DNA fluorescence polarization; Potency, µM (doses to about 115 µM), inactives show at the top dose activity change, negative = inhibition, hits mostly inhibitors; 290,000 tested, 0.037% active; active = well fitted inhibition curve with a large enough effect in the polarisation, with a control signal flat, not every such curve was filed as active; inconclusive = small, poorly fitted or top-dose-only effect, or effect the other way, or a change in a side signal; inactive = no such curve, though single readings can be large or run the other way; the % refers to the polarisation; note: potency is the fitted concentration of half-maximal effect
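Steps: dispense CXXC domain solution (7 uM) → pin compounds or unlabeled HOX-A9 DNA control → 5 min ambient → add FLSN-HOX-A9 solution (50 nM) → spin → 30 min ambient → fluorescence polarization. Tris pH 7.5/NaCl/DTT/BSA buffer.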
Menin-MLL TR inh: qHTS Assay for Inhibitors Targeting the Menin-MLL Interaction in MLL Related Leukemias: Competition With Texas Red Labeled MLL-derived Mutant Peptide; 270,000 tested, 0.23% active; AID 1768, 2009; Potency, µM (doses to about 61.6 µM), for the others: at the top dose FP activity change, negative = inhibition, usual class: inhibitors; Menin + Texas Red MLL mutant peptide, fluorescence polarization; active = well fitted inhibition curve with a large enough effect in the polarisation, with a control signal flat, not every such curve was filed as active; inconclusive = small, poorly fitted or top-dose-only effect, or effect the other way, or a change in a side signal; inactive = no such curve, though single readings can be large or run the other way; the % refers to the polarisation; note: potency is the fitted concentration of half-maximal effect; % of control where 0% means no effect; many of its hits are not listed in these tables
Target sequence (O00255 whole entry, looked up): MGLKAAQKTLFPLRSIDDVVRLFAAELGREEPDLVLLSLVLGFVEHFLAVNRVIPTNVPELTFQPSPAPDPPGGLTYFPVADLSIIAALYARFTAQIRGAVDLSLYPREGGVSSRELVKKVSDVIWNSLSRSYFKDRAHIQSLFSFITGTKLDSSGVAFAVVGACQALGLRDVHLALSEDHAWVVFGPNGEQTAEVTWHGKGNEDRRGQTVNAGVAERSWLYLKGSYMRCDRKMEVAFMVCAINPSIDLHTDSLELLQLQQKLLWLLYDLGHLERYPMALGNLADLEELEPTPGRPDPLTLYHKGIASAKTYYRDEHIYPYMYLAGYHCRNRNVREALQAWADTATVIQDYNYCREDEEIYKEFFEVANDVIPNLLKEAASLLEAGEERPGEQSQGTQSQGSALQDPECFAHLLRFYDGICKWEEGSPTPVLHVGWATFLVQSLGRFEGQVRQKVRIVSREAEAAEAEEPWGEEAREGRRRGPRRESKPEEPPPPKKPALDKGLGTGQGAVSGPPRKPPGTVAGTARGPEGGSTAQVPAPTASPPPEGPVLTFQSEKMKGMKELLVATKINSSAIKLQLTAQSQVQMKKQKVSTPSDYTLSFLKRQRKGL
TSHR antag: Antagonists of the Thyroid Stimulating Hormone Receptor: HTS campaign; activity change, negative = inhibition, % at 11.5 µM; Thyrotropin receptor (Homo sapiens), P16473; TSHR-expressing cells, TSH-stimulated cAMP HTRF, 2 h; hits give low values; AID 504810, 2011; 330,000 tested, 0.2% active;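 active = activity change below a set negative limit, meaning inhibition stronger than a set level, cut at about -70% in these data; inconclusive = activity change between two set negative limits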; note: % is set by controls: 0 for no effect and ±100 for the full control effect
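Freshly harvested TSHR cells receive pin-tooled compound, then EC80 TSH at 4nM final. After 2 hours at 37 deg C, antibody in lysis buffer and cAMP-d2 are added; 30 minutes at ambient temperature precede the HTRF read.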
MBNL1-CUG inh: qHTS Assay for Inhibitors of MBNL1-poly(CUG) RNA binding | TR-FRET MBNL1-His/biotin-(CUG)12 binding, 665/545 ratio | 280,000 tested, 0.036% active | Potency, µM (series often up to 57.5 µM), inactives show top-dose activity change, negative = inhibition, hits mostly inhibitors; active = well fitted inhibition curve with a large enough effect in the signal ratio, with a control signal flat, not every such curve was filed as active; inconclusive = small, poorly fitted or top-dose-only effect, or effect the other way, or a change in a side signal; inactive = no such curve, though single readings can be large or run the other way; the % refers to the signal ratio; note: potency is the fitted concentration of half-maximal effect; % is set by controls: 0 for no effect and ±100 for the full control effect
Target sequence (Q9NR56 whole entry, looked up): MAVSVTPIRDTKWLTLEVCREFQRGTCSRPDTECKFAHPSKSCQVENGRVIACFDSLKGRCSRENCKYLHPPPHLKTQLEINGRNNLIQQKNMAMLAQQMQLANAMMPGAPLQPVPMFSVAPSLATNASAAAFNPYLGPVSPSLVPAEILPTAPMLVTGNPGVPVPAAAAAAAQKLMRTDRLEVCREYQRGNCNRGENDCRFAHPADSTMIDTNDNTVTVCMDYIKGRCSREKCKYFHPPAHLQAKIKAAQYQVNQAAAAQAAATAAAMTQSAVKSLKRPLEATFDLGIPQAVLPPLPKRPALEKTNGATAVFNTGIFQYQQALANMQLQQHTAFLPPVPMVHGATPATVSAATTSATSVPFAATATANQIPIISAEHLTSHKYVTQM
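Ratiometric TR-FRET (665 over 545 nm, excitation 340 nm) tracks disruption of MBNL1-His/biotin-(CUG)12 complex after 60 min at room temperature, with compounds at 92 nM to 58 uM final.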
S-ASM inh: Inhibitors of Secretory Acid Sphingomyelinase (S-ASM): qHTS; Sphingomyelin phosphodiesterase (Homo sapiens), P17405; placental ASM, HMU-PC fluorogenic substrate, 60 min; Potency, µM (titrated, usually from 57.5 µM), for the others: top-dose activity change, negative = inhibition, actives largely listed as inhibitors; 340,000 tested, 0.006% active; note: potency is the fitted concentration of half-maximal effect
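Fluorescence read-out (Ex 386 nm, Em 447 nm) after stopping the reaction at pH 10. Enzyme: ASM from human placenta; substrate HMU-PC0, 9 uM final; 60 min, 37 °C. Compound preincubation 10 min, ambient temperature.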
TCR act: Activators of T cell receptors: qHTS campaign; AID 504894, 2011; primary human leukocytes, anti-CD3, IL-2 HTRF, 48 h; Potency, µM (series often up to 9.22 µM), inactives show top-dose activation of IL-2 secretion, most hits filed as activators; 330,000 tested, under 10 active; note: % of control where 0% means no effect
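Using a-CD3 beads without co-stimulation, primary human leukocytes were exposed to compounds for 48 hr. An HTRF IL-2 kit measured the cytokine, with europium-to-d2 energy transfer producing emission at 665nm upon 320nm excitation.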
Integrin act MD: qHTS for Activators of Integrin-Mediated Alleviation for Muscular Dystrophy | alpha7betagal myoblasts, beta-gal FDG fluorescence, 48 h | Potency, µM (series often up to 38.3 µM), inactives show at the highest dose activation, usual class: activators | 350,000 tested, 0.064% active | AID 624291, 2012;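 note: potency is the fitted concentration of half-maximal effect; 100% = response of the positive control SU9516; nearly all actives have a fitted effect of over 60% in size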
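Alpha7betagal+/- myoblasts (passage 13) were plated 16-24 hr, then exposed to compounds (1:260 dilution of DMSO stock) for 48 hours at 37C. After MPER lysis, β-galactosidase reporter activity was read as FDG fluorescence (ex 480/em 540) after 30 minutes.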
Starred values were filed as active, the others as inactive; [ ] = remark or other dose. Unless noted, calls come from the whole dose curve; as a rule, active = well fitted curve in the direction sought with a large enough effect; inconclusive = small, poorly fitted or top-dose-only effect, or another doubt; inactive = no such curve, though single readings can be large; an effect the other way counts as inactive or inconclusive. The list is partial (hit frequency here may not be typical).

What do the screens show for `CCn1cnc2sc(C(=O)Oc3ccc(Br)cc3)c(C)c2c1=O`?
Mito fusion act: inconclusive; AT treatment: 3%; TSG101-PTAP inh: -1%; MLL CXXC-DNA inh: 24%; Menin-MLL TR inh: -41%; TSHR antag: -2; MBNL1-CUG inh: -6%; S-ASM inh: -17%; TCR act: 4%; Integrin act MD: inconclusive

How did CC(COc1ccccc1)N1CCC(CO)(Cc2ccccc2)CC1 (stereo not drawn) do in these assays?
Mito fusion act: -8%; AT treatment: 7%; TSG101-PTAP inh: -15%; MLL CXXC-DNA inh: -17%; Menin-MLL TR inh: inconclusive; TSHR antag: 3; MBNL1-CUG inh: -5%; S-ASM inh: -1%; TCR act: 6%; Integrin act MD: 0%

How did CCN(CC)C(=O)Cn1cc(S(=O)(=O)CC(=O)NCCc2ccccc2)c2ccccc21 do in these assays?
Mito fusion act: -2%; AT treatment: -12%; TSG101-PTAP inh: 1%; MLL CXXC-DNA inh: 20%; TSHR antag: 1; MBNL1-CUG inh: 3%; S-ASM inh: 0%; TCR act: -2%; Integrin act MD: -5%

Results for O=C(COc1ccc(Br)cc1Br)NN1C(=O)c2ccccc2C1=O ?
TSG101-PTAP inh: 0%; S-ASM inh: 1%; TCR act: -1%; Integrin act MD: 17%

How did Cc1cc(C)cc(C(=O)NCC(=O)OCC(=O)N2CCCCC2)c1 do in these assays?
Mito fusion act: 2%; AT treatment: 7%; TSG101-PTAP inh: -3%; MLL CXXC-DNA inh: 9%; Menin-MLL TR inh: 0%; TSHR antag: 14; MBNL1-CUG inh: -16%; S-ASM inh: -1%; TCR act: 3%; Integrin act MD: 8%

Results for CC(=O)N1c2c(cc(Br)cc2S(=O)(=O)Nc2c(C)n(C)n(-c3ccccc3)c2=O)CC1C (stereo not drawn) ?
Mito fusion act: 2%[9.22 µM]; AT treatment: 3%; TSG101-PTAP inh: 0%; MLL CXXC-DNA inh: 7%; Menin-MLL TR inh: 1%; TSHR antag: 2; MBNL1-CUG inh: -1%; S-ASM inh: 6%; TCR act: 11%; Integrin act MD: 9%

What do the screens show for `O=c1cc(-c2cc3ccccc3o2)c2cc(O)ccc2o1`?
Mito fusion act: 20%; AT treatment: 7%; TSG101-PTAP inh: -5%; MLL CXXC-DNA inh: 23%; Menin-MLL TR inh: inconclusive; TSHR antag: -7; MBNL1-CUG inh: inconclusive; S-ASM inh: -3%; TCR act: 15%; Integrin act MD: 0%

What do the screens show for `COc1cc(Cl)c(C)cc1NC(=O)CN(C)C1CCS(=O)(=O)C1` (stereo not drawn)?
AT treatment: 0%; TSG101-PTAP inh: 6%; TSHR antag: 21; S-ASM inh: -1%; TCR act: -5%; Integrin act MD: -6%

How did COc1ccc(NC(=O)c2cccs2)cc1OC do in these assays?
Mito fusion act: 3%; AT treatment: 4%; TSG101-PTAP inh: -3%; MLL CXXC-DNA inh: 5%; Menin-MLL TR inh: 0%; TSHR antag: -2; MBNL1-CUG inh: -14%; S-ASM inh: 0%; TCR act: -4%; Integrin act MD: 11%

What do the screens show for `O=C(CCC(=O)c1ccc(F)cc1)Nc1cccc(S(=O)(=O)Nc2cccc(Cl)c2)c1`?
Mito fusion act: 14%; AT treatment: 2%; TSG101-PTAP inh: -1%; MLL CXXC-DNA inh: 10%; Menin-MLL TR inh: inconclusive; TSHR antag: -27; MBNL1-CUG inh: -17%; S-ASM inh: -12%; TCR act: 1%[46.1 µM]; Integrin act MD: -1%

Results for COn1c(-c2ccccc2)nc2ncccc21 ?
Mito fusion act: 19%; AT treatment: 3%; TSG101-PTAP inh: 0%; MLL CXXC-DNA inh: 33%; Menin-MLL TR inh: 2%; TSHR antag: 0; MBNL1-CUG inh: -4%; S-ASM inh: 9%; TCR act: -2%; Integrin act MD: -31%

What do the screens show for `Cn1c(C(=O)N2CCCC(C(=O)NCCc3ccccc3)C2)cc2sccc21` (stereo not drawn)?
Mito fusion act: 3%; AT treatment: 7%; TSG101-PTAP inh: -3%; MLL CXXC-DNA inh: -5%; Menin-MLL TR inh: -24%; TSHR antag: 17; MBNL1-CUG inh: -8%; S-ASM inh: 0%; TCR act: -3%; Integrin act MD: -8%

Results for CCOC(=O)C(C(=O)OCC)[C@@H]1CS(=O)(=O)C[C@H]1C(C(=O)OCC)C(=O)OCC ?
Mito fusion act: -1%; AT treatment: -4%; TSG101-PTAP inh: -8%; MLL CXXC-DNA inh: 0%; Menin-MLL TR inh: -27%; TSHR antag: -7; MBNL1-CUG inh: -3%; S-ASM inh: 3%; TCR act: -3%; Integrin act MD: -1%

What do the screens show for `S=C1CC2CCCC(C2)N1` (stereo not drawn)?
TSG101-PTAP inh: -1%; S-ASM inh: 1%; TCR act: -20%; Integrin act MD: 3%

How did COc1cc(OC)c(OC)cc1CN1CCCC(C(=O)c2ccc3c(c2)OCO3)C1 (stereo not drawn) do in these assays?
Mito fusion act: -1%; AT treatment: -2%; TSG101-PTAP inh: -4%; MLL CXXC-DNA inh: 4%; Menin-MLL TR inh: -5%; TSHR antag: 7; MBNL1-CUG inh: inconclusive; S-ASM inh: 0%; TCR act: 1%; Integrin act MD: -16%

How did CCc1cc(C(=O)Nc2cc(S(=O)(=O)N(CC)CC)ccc2N2CCOCC2)sc1C do in these assays?
Mito fusion act: 13%; AT treatment: -5%; TSG101-PTAP inh: -2%; TSHR antag: -4; S-ASM inh: -2%; TCR act: 3%; Integrin act MD: -24%

Results for O=C(O)CSc1nc2ccccc2n1C1CCCCC1 ?
Mito fusion act: 2%; AT treatment: -3%[11.5 µM]; TSG101-PTAP inh: -4%; MLL CXXC-DNA inh: -3%; Menin-MLL TR inh: 7%; TSHR antag: -1; MBNL1-CUG inh: -13%; S-ASM inh: 2%; TCR act: 6%; Integrin act MD: 6%

What do the screens show for `O=C(CSc1ccc([N+](=O)[O-])cn1)Nc1ccc(N2CCOCC2)c(Cl)c1`?
Mito fusion act: 3%; AT treatment: 1%; TSG101-PTAP inh: -2%; MLL CXXC-DNA inh: -3%; Menin-MLL TR inh: inconclusive; TSHR antag: -27; MBNL1-CUG inh: inconclusive; S-ASM inh: -2%; TCR act: -3%; Integrin act MD: inconclusive

Results for COc1ccc(Cc2nn[nH]n2)cc1 ?
Mito fusion act: -2%; AT treatment: -2%; TSG101-PTAP inh: -5%; MLL CXXC-DNA inh: 3%; Menin-MLL TR inh: 1%; TSHR antag: 11; MBNL1-CUG inh: 2%; S-ASM inh: 2%; TCR act: -4%; Integrin act MD: 16%

What do the screens show for `COc1ccc(Br)cc1C1SCCN1S(C)(=O)=O` (stereo not drawn)?
Mito fusion act: 2%; AT treatment: 0%; TSG101-PTAP inh: -2%; MLL CXXC-DNA inh: 0%; Menin-MLL TR inh: 8%; TSHR antag: 3; MBNL1-CUG inh: 0%; S-ASM inh: 2%; TCR act: 2%; Integrin act MD: -16%

How did CC(C)(C)NC(=O)C(c1c[nH]c2ccccc12)N(C(=O)Cn1nnc(-c2ccc(Cl)cc2)n1)c1ccccc1F (stereo not drawn) do in these assays?
Mito fusion act: 9%; AT treatment: -3%; TSG101-PTAP inh: -5%; MLL CXXC-DNA inh: inconclusive; Menin-MLL TR inh: -4%; TSHR antag: -24; S-ASM inh: -5%; TCR act: -5%[46.1 µM]; Integrin act MD: 33%

How did Cc1cccc(COc2coc(CN3CCN(C(=O)c4ccco4)CC3)cc2=O)c1 do in these assays?
Mito fusion act: -1%; AT treatment: 4%; TSG101-PTAP inh: 2%; TSHR antag: 1; S-ASM inh: 0%; TCR act: -2%; Integrin act MD: -16%
